# APP 5'UTR act: activators of APP 5'UTR luciferase reporter, primary screen, SH-SY5Y cells | hit rate 1% among 190,000 | SH-SY5Y APP 5'UTR luciferase reporter, luminescence; zero percent = DMSO vehicle wells | activation, % at 2 µM | AID 1276, 2008;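 active = activation above a set limit, based on mean plus 3 SD of controls, cut at about 140% in these data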; note: values of inactives mirror those of a sister screen read the other way
# Diaphorase act: compounds boosting diaphorase resazurin reduction – biochemical, uHTS, resorufin fluorescence, counter-screen for diaphorase-coupled primary assays, primary screen; activation factor at 20 µM; hit rate 0.005% among 190,000; Diaphorase/resazurin coupled assay, 16 min; active compounds read high; 1 = vehicle wells, 0 = NADH-free wells; AID 1229, 2008;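 active = diaphorase activity raised at least twofold by the compound at 20 µM; inactive = activation factor below 2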
#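 Test system: Clostridium kluyveri diaphorase, purified enzyme; input: enzyme 0.07 U/mL final; buffer or medium: 50 mM HEPES pH 7.4 with 4.542 mM MgCl2, 0.005% Tween 20; also added: 0.114 mM NADH and 0.1 mM resazurin, final amounts; schedule: 16 min enzyme reaction, ambient temperature; technique: fluorescence of resorufin, 544 nm excitation, 590 nm emission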
# APP transl inh: inhibitors of APP translation via 5'UTR reporter, primary screen, APP 5'UTR luciferase, SH-SY5Y cells; AID 1285, 2008; hit rate 0.82% among 190,000; SH-SY5Y APP 5'UTR-luciferase reporter, luminescence; inhibition, % at 2 µM;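 active = inhibition above a set limit, derived from the sample mean plus 3 SD, cut at about 45% in these data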; note: values of inactives mirror those of a sister screen read the other way
# FLuc stim CS: FLuc activators, initial screening, artefact control for FLuc-dependent activation tests, biochemical, ATPlite luminescence. Luciferin 4-monooxygenase (Photinus pyralis), P08659. ATPlite luciferase biochemical, 10 min; 0 = ATP-free wells, 1 = DMSO control. activation factor at 10 µM. 200,000 tested, under 10 active. AID 1027, 2008;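 active = luciferase activation factor, scaled between plate controls, of at least 2 with compound at 10 µM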
#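 Assay system: Luciferase/luciferin detection reagent, cell-free biochemical luciferase assay / Also added: ATP substrate / Schedule: 10 min at ambient temperature / Measured by: luminescence measurement of luciferase light output / Benchmarks: low control with PBS replacing ATP, high control enzyme plus ATP without compound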
# FLuc inh counter: firefly luciferase enzyme inhibitors, primary screen, artefact control for luciferase-based inhibitor screens, biochemical, luminescence, ATPLite; Luciferin 4-monooxygenase (Photinus pyralis), P08659; 10 min; inhibition, % at 10 µM; hit rate 1.5% among 200,000;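 active = inhibition above about 50% when tested at 10 µM, limit read from the data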
# NF-kB neuron act: activators of NF-kB expression in neurons, primary screen, cell-based, HTS; fold change at 12.5 µM; hit rate 1.6% among 190,000; human neuronal cells, NF-kB reporter expression; active compounds read high; in the data active = fold change above about 3.3
# STAT1 act: STAT1 signaling activators, primary screen, cell-based, HTS, luciferase reporter; AID 932, 2007; activation (% of control), % at 5.5 µM; hit rate 2.6% among 200,000; NIH 3T3 STAT1-luciferase reporter, IFN-gamma, luminescence; 100% = IFN-gamma alone, no compound;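 active = activation above the screen-wide mean activation plus 3 SD, cut at about 130% in these data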;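 note: raw ratio to IFN-gamma control signal so 100% means no change and 0% no light; values of inactives mirror those of a sister screen read the other way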
# G6PDH counter: L. mesenteroides G6PDH inhibitors, counter-screen for G6PDH-coupled screening assays, biochemical, Leuconostoc mesenteroides enzyme | glucose-6-phosphate dehydrogenase [Leuconostoc mesenteroides] | Purified L. mesenteroides G6PDH, diaphorase/resazurin coupled fluorescence, 45 min | inhibition, % at 5 µM | hit rate 0.12% among 200,000; in the data active = inhibition above about 50%
# TLR4-MyD88 BLA: inhibitors of TLR4-MyD88 association in cells, primary screen, cell-based, HeLa CL3-4, BLA complementation, FRET ratio | Toll-like receptor 4 (Homo sapiens) + Myeloid differentiation primary response protein … | hit rate 0.18% among 200,000 | AID 861, 2007 | HeLa CL3-4 TLR4/MyD88 BLA complementation | inhibition, % at 8.4 µM; in the data active = inhibition above about 25%;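 note: 0% = vehicle and 100% = reference inhibitor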
# Target sequence (O00206 whole entry, looked up): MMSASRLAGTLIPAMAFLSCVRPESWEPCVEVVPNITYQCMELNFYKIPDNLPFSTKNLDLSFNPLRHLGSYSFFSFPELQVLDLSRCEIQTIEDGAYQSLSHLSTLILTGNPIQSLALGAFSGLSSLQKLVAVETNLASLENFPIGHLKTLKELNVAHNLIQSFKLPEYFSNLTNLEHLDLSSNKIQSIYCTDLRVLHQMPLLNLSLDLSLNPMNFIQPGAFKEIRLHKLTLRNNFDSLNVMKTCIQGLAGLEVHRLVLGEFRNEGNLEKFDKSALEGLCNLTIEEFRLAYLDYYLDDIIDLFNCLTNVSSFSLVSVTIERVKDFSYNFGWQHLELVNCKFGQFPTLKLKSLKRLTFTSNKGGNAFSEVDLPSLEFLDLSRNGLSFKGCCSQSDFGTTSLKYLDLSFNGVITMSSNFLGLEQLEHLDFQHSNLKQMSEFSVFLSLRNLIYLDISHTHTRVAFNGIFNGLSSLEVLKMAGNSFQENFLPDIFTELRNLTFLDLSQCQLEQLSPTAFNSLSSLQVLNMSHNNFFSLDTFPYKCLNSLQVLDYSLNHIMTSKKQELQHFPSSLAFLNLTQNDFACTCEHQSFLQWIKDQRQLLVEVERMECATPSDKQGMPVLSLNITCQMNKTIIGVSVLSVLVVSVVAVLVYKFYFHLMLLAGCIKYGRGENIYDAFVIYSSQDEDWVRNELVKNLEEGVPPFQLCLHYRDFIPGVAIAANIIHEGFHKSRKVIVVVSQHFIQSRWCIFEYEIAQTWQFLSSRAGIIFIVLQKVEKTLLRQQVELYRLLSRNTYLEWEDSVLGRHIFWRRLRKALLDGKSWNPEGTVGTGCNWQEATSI
# Target sequence (Q99836 whole entry, looked up): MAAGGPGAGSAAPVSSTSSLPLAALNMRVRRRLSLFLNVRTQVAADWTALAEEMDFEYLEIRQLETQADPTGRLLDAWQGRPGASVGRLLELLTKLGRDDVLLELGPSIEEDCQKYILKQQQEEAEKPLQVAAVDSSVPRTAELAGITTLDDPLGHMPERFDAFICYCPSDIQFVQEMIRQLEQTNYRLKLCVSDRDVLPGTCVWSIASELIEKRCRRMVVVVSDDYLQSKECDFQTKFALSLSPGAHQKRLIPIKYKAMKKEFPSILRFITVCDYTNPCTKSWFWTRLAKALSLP
# Diaphorase inh: diaphorase inhibitors and chemical oxidizers, primary screen, counter-screen for diaphorase-coupled primary assays, biochemical, uHTS, resorufin fluorescence; AID 1217, 2008; diaphorase resazurin-to-resorufin fluorescence, NADH, 16 min; bacterial (C. kluyveri) enzyme, not human; inhibition, % at 20 µM; hit rate 0.69% among 190,000;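 active = primary screen inhibition at 20 µM above a set limit, cut at about 50% in these data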;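 note: plate controls were DMSO with full reaction for no effect and wells lacking NADH for full effect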
#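 Assay system: diaphorase enzyme from Clostridium kluyveri; Input: enzyme working solution with 0.14 U/mL diaphorase; Timing: 16 min at room temperature; Technique: resorufin fluorescence, excitation 544 nm, emission 590 nm; Benchmarks: positive control minus NADH, DMSO neutral control.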
# * = called active by the depositor.
# Sample of the layout:
# Every second line gives: APP 5'UTR act	Diaphorase act	APP transl inh	FLuc stim CS	FLuc inh counter	NF-kB neuron act	STAT1 act	G6PDH counter	TLR4-MyD88 BLA	Diaphorase inh
> COc1ccccc1-n1cnc2cc(NC(=O)c3ccco3)ccc21
  -5	0.8	5	1	0	2.1	112	-4	2	21
> CCC/C(=N\NC(=O)c1ccc(CSc2nncn2C)cc1)c1ccccc1
  -13	1.1	13	1	-2	0.72	100	6	-1	-9
> Cc1nc(CCNC(=O)CC2C(=O)NCCN2Cc2ccoc2)nc2c1CCCC2 (stereo unspecified)
  17	1	-17	1	0	0.91	96	5	-1	1

# All compounds of this part, from the first entry:
# Every second line gives: APP 5'UTR act	Diaphorase act	APP transl inh	FLuc stim CS	FLuc inh counter	NF-kB neuron act	STAT1 act	G6PDH counter	TLR4-MyD88 BLA	Diaphorase inh
> COc1ccccc1-n1cnc2cc(NC(=O)c3ccco3)ccc21
  -5	0.8	5	1	0	2.1	112	-4	2	21
> CCC/C(=N\NC(=O)c1ccc(CSc2nncn2C)cc1)c1ccccc1
  -13	1.1	13	1	-2	0.72	100	6	-1	-9
> Cc1nc(CCNC(=O)CC2C(=O)NCCN2Cc2ccoc2)nc2c1CCCC2 (stereo unspecified)
  17	1	-17	1	0	0.91	96	5	-1	1
> COCCN(C(=O)CSc1ncc(C(F)(F)F)cc1Cl)c1c(N)n(Cc2ccccc2)c(=O)[nH]c1=O
  3	0.9	-3	1	-5	1.1	102	-2	2	13
> COc1cc(/C=C/C(=O)O)cc(S(=O)(=O)NC2CC2)c1OC
  4	1	-4	1.1	-6	1.6	93	8	-16	4
> CN(C)CCCN(C(=O)COc1ccc(Cl)cc1)c1nc2c(F)cccc2s1
  2	0.9	-2	1	-5	1.4	109	-2	2	12
> CCN(CC)CCCNC(=O)Cn1cnc2sc(C)c(S(=O)(=O)N3CCN(c4ncccn4)CC3)c2c1=O
  10	0.8	-10	1	-3	1.2	90	5	-3	16
> CCN(CC)S(=O)(=O)c1cccc(-c2nnc(-c3ccc(C)cc3)o2)c1
  4	0.9	-4	1	0	1.1	110	-1	-11	10
> O=C(NC1CCCCC1)NC12CC3CC(CC(C3)C1)C2
  8	0.9	-8	1	3	1.2	98	6	-6	12
> COc1ccc(N(CC(=O)N2CCc3ccccc3C2)S(C)(=O)=O)cc1OC
  -10	0.9	10	1.1	-10	0.83	98	6	-4	9
> C=CCNCCCCOc1ccc(C)cc1[N+](=O)[O-]
  -2	0.8	2	1.1	-7	1.1	99	8	9	18
> Cc1nnc(SCC(=O)NCc2cccs2)[nH]c1=O
  16	0.7	-16	1	-3	1.1	107	2	0	30
> O=C(CCc1ccccc1)OCC(=O)c1ccc(Br)cc1
  -14	0.9	14	1	-4	1.1	106	3	-5	12
> CCOC(=O)C1CCN(Cc2cnc(Oc3ccc(N)cc3)s2)CC1
  -5	1	5	1	2	1.1	101	32	-3	1
> COc1ccc(N(CC(=O)Nc2ccccc2SC)S(C)(=O)=O)cc1OC
  -8	0.9	8	1	-5	0.87	97	14	0	10
> Cc1nc(Nc2ccccc2)[nH]c(=O)c1CCC(C)C
  -8	0.8	8	1	-1	1.1	95	-1	-6	18
> COC(=O)c1ccc(NC(=S)NC(=O)c2c(Cl)cnn2C)cc1
  6	0.9	-6	1	2	1.1	105	24	0	6
> Cc1nc2sc(C(c3ccc(Cl)cc3)N3CCN(c4ccccc4F)CC3)c(O)n2n1 (stereo unspecified)
  16	0.8	-16	1.1	-8	0.88	109	10	-1	17
> Cc1cc(C)c2c(-n3cccc3)c(C(=O)NNS(=O)(=O)c3ccc(F)cc3)sc2n1
  -8	0.9	8	1	-4	1.1	102	10	-3	12
> Cc1cc2ncc(C(=O)N=CN(C)C)cn2n1
  28	0.9	-28	1	-4	1.4	102	0	-12	9
> CC(=O)c1ccc(S(=O)c2ccccc2)cc1 (stereo unspecified)
  13	0.8	-13	1	-4	1.3	95	15	5	17
> COc1ccc(/C=C2\SC(=O)N=C2N)cc1OC
  8	1	-8	1.1	-10	1.1	113	17	-12	2
> Cc1cc(-n2c(SCCC#N)nnc2-c2cccnc2)ccc1Cl
  -8	0.9	8	1	-5	0.91	91	1	4	9
> O=C(O)COc1ccccc1/C=C1\SC(=Nc2ccc(F)cc2)N(c2ccc(F)cc2)C1=O
  13	1	-13	1	3	1.3	89	1	1	3
> CCn1c(SCC(=O)N2CCCCC2C)nnc1-c1ccc(S(=O)(=O)N2CCN(C)CC2)cc1 (stereo unspecified)
  20	0.9	-20	1.1	-9	1.1	101	1	12	12
> CCN(CC)CC1(O)CCN(C(=O)c2ccc(Cl)c(Cl)c2)CC1
  -1	1	1	1.1	-6	0.97	108	10	-11	4
> CC(NC(=O)C1CC12CCC2)c1ccccc1 (stereo unspecified)
  15	0.9	-15	1	-2	1.1	98	12	-11	8
> COc1ccc(N2C(=O)C(CC(N)=O)N(NC(=O)c3cccc(OC)c3)C2=S)cc1 (stereo unspecified)
  13	1.1	-13	1	-2	1.6	107	6	0	-7
> Cc1nc2nc(-c3ccccc3)[nH]n2c(=O)c1Cc1ccccc1
  -20	1	20	0.6	41	1.1	102	11	13	4
> CN(C)CCCNc1oc(-c2cccc(Cl)c2)nc1C#N
  9	1	-9	1	-2	1.1	92	3	5	-1
> Cc1nc(C#N)c(N/N=C/c2c(F)cccc2Cl)o1
  5	0.8	-6	0.9	10	1.6	110	4	-15	17
> CCOC(=O)c1ccc(NC(=O)N2CCN(C(=O)C3CCCO3)CC2)cc1 (stereo unspecified)
  0	1	0	1	-4	1.1	100	7	5	1
> CC(C)(C)C1C/C(=C/c2ccco2)C(=O)/C(=C/c2ccco2)C1 (stereo unspecified)
  -1	0.8	1	1.1	-5	1.4	91	-10	8	21
> Cc1nn(C)cc1CN(C)C(=O)c1sc2cccc(Cl)c2c1Cl
  33	0.8	-33	1	-2	1.1	93	5	19	25
> COc1cccc(-c2nnc(-c3ccc(C(F)(F)F)cc3)o2)c1OC
  -4	0.9	4	0.5	48	2	110	6	4	5
> COc1ccc(N=Cc2c(O)ccc3ccccc23)cc1
  18	0.6	-18	0.9	12	1.1	98	40	13	40
> Cc1cccc2nc(CSCc3ccco3)cn12
  114	0.8	-114	0.8	15	2.3	135*	13	1	16
> Cc1ccc2nc(NC(=O)COC(=O)c3ccc(Br)o3)sc2c1
  21	0.9	-21	1	5	2.2	111	8	-5	15
> O=C(CSc1nc2c(c(C(F)(F)F)n1)CCc1ccccc1-2)NCc1ccccc1
  12	0.8	-12	1	-2	1	87	10	6	16
> Cc1noc(C)c1S(=O)(=O)N1CCC(C(=O)Nc2ccc(OC(F)(F)F)cc2)CC1
  -14	1	14	1	0	1.2	102	3	-9	2
> C/C(=C\C(=O)c1ccc(Br)cc1)NCc1ccccc1
  -9	0.8	9	1	-3	1.8	115	0	7	20
> Cc1ccc(S(=O)(=O)N(C)C)cc1N
  -15	0.9	15	1	-2	1.3	94	7	-6	13
> O=S(=O)(N1CCOCC1)n1nnc2ccccc21
  -1	0.9	1	1.1	-7	1.2	102	-14	10	14
> C=CCNc1nc2c(c(=O)n(C)c(=O)n2C)n1Cc1ccc(F)cc1
  -1	0.9	1	1.1	-7	0.8	80	5	-7	9
> CN(c1cccc(NS(=O)(=O)c2cccc([N+](=O)[O-])c2)c1)S(C)(=O)=O
  -9	0.9	9	1.1	-7	0.97	90	2	1	7
> C/C(CCc1ccccc1)=N\NC(=O)C1C2CCCCC21 (stereo unspecified)
  17	1	-17	1	-1	1.1	101	6	13	-4
> O=C(c1ccccc1S(=O)(=O)NCC(O)COc1ccc([N+](=O)[O-])cc1)N1CCCCC1 (stereo unspecified)
  -13	1	13	1	-2	1.1	97	0	11	3
> CCCn1nnc(NC(=O)c2ccc(OCC)c(Cl)c2)n1
  14	1	-14	0.9	10	1.2	94	16	-6	3
> Cc1ccc(C)c(NC(=O)COc2cccc3c2CCN(Cc2ccccc2C)C3=O)c1
  5	0.9	-5	1	-4	1.5	95	-5	-7	7
> C=CCNc1nc(Nc2ccc(OC)cc2)nc(OC)n1
  6	0.9	-6	1	-1	1.5	101	14	1	8
> Cc1ccc(CNc2nc3ccccc3n3nnnc23)cc1
  26	1	-26	1.1	-9	0.82	102	0	2	4
> N=C1S/C(=C\c2ccc(-c3cccc(Cl)c3)o2)C(=O)N1c1nccs1
  -36	0.9	36	1	-1	0.94	96	-23	-5	7
> O=C(COc1ccc(Cl)cc1)NCc1nnc(SCC(=O)NCCc2ccccc2)o1
  14	0.8	-14	1.1	-6	1.2	99	0	0	18
> CC(=O)Nc1ccc(S(=O)(=O)NCCNC(=O)c2ccccc2F)cc1
  -18	0.9	18	1.1	-9	1.4	94	-5	-9	10
> O=C(NCCCN1CCOCC1)c1cc2c(s1)CCC2
  26	0.9	-26	1.1	-6	1.4	98	-1	5	10
> Cc1cc(C)cc(NS(=O)(=O)c2cc(C(=O)NCc3ccccn3)ccc2Cl)c1
  -8	0.8	8	1.1	-7	1	103	10	-1	15
> CSc1nc2c(c(=O)[nH]1)C(c1ccc(F)cc1)CC(=O)N2 (stereo unspecified)
  -4	1	4	1.1	-7	0.97	98	-1	10	-4
> COc1ccc(N=C2S/C(=C\c3ccco3)C(=O)N2CC(C)C)cc1
  11	0.9	-10	1	2	1.1	104	-2	10	11
> CC(C)NC(=S)NC1(C)CCS(=O)(=O)C1 (stereo unspecified)
  -6	0.9	6	1.1	-5	1.2	95	5	5	8
> Fc1cc(F)c2nc(N3CCOCC3)sc2c1
  1	1	-1	1	3	1.4	122	4	-3	1

# Next part:
# Every second line gives: APP 5'UTR act	Diaphorase act	APP transl inh	FLuc stim CS	FLuc inh counter	NF-kB neuron act	STAT1 act	G6PDH counter	TLR4-MyD88 BLA	Diaphorase inh
> CCN(CC)C(=O)COc1ccc2oc(C)c(C(=O)OC)c2c1
  6	0.9	-6	1	-2	1.2	98	0	2	12
> O=C(NCc1cccnc1)C1c2ccccc2C(=O)N1C1CCCC1 (stereo unspecified)
  29	0.8	-28	1	-3	1.3	99	-5	1	19
> O=C(Nc1cc(N2CCOCC2)ncn1)c1ccccc1
  0	0.8	0	1	0	1.4	108	11	4	17
> CCOc1cc(C(=O)N(C)Cc2cc3cc(OC)ccc3[nH]c2=O)cc(OCC)c1OCC
  22	0.9	-22	1	-4	0.85	89	-20	-5	14

# Screens (PubChem BioAssay)
